# Screening results (PubChem BioAssay)
# pPAFAH FP inh – pPAFAH (human) enzyme inhibition; Q13093; recombinant pPAFAH, FP-rhodamine probe fluorescence polarization; inhibition, % at 3.39 µM; hit rate 1.5% among 330,000; AID 463082;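 active = inhibition above the mean inhibition across the screen plus 3 SD, cut at about 25% in these data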;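 also: inhibitors block binding of the rhodamine activity-based probe so polarization drops; 0% = enzyme with DMSO and 100% = wells lacking pPAFAH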
# Target sequence (Q13093 whole entry, looked up): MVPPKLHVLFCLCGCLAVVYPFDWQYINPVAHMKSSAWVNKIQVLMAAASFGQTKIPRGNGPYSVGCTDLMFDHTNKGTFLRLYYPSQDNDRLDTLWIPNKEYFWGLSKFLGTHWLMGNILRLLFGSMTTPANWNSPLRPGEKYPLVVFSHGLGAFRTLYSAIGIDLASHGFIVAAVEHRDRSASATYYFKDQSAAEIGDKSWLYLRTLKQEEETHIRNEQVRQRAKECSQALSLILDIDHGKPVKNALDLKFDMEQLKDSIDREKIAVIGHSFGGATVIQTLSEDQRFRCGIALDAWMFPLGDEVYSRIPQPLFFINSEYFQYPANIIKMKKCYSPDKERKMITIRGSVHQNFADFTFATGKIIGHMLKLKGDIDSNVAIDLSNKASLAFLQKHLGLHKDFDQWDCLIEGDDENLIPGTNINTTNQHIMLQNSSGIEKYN
# LYPLA2 inh – LYPLA2 (human) inhibition in PME1 counter-screen | O95372 | recombinant LYPLA2, FP-Rh probe fluorescence polarization | inhibition, % at 5.9 µM | hit rate 0.38% among 320,000;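 active = inhibition above the screen-wide mean plus 3 SD, limit set per campaign, cut at about 26% in these data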;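 also: 0% = LYPLA2 with DMSO and 100% = wells lacking LYPLA2 enzyme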
# PAFAH1B3 FP inh – PAFAH1B3 (human) inhibition. Q15102. inhibition, % at 3.39 µM. hit rate 0.28% among 340,000. recombinant PAFAH1B3, FP-rhodamine probe, fluorescence polarization. AID 492972;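 active = inhibition above the screen-wide average of all tested compounds plus 3 SD, cut at about 25% in these data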;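 also: 0% = enzyme with DMSO only and 100% = wells lacking PAFAH1B3 protein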
# PREPL inh – inhibits the human prolyl oligopeptidase-like enzyme. Q4J6C6. recombinant PREPL, fluorescence polarization activity-based probe. inhibition, % at 5.96 µM. hit rate 0.68% among 320,000; in the data active = inhibition above about 43%;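 also: 0% = enzyme with DMSO and 100% = wells lacking enzyme; many of its hits are not listed in these tables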
# LYPLA1 counter – counter-screen for PME1 inhibitors: inhibitors of human LYPLA1; O75608; recombinant LYPLA1, FP-Rh probe fluorescence polarization; inhibition, % at 5.9 µM; hit rate 0.16% among 320,000; AID 2174;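 active = inhibition above the mean of all tested compounds plus 3 SD, set per campaign, cut at about 14% in these data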;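 also: inhibitors block serine hydrolase probe labeling of LYPLA1 so polarization falls; 0% = enzyme with DMSO and 100% = wells lacking LYPLA1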
# PAD4 FP inh – inhibitors of human PAD4; recombinant PAD4, RCA probe fluorescence polarization; hit rate 0.41% among 330,000; Q9UM07; inhibition, % at 6.36 µM;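 active = percent inhibition above a cutoff equal to the mean of all tested compounds plus 3 SD, cut at about 15% in these data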;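 also: 0% = PAD4 with RCA probe and DMSO and 100% = probe without PAD4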
# GSTO1 counter – counter-screen for RBBP9 inhibitors: inhibitors of human GSTO1; P78417; recombinant GSTO1, activity-based probe fluorescence polarization; inhibition, % at 5.96 µM; hit rate 1.1% among 300,000; AID 1974;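 active = inhibition above the campaign mean inhibition plus 3 SD, cut at about 35% in these data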;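 also: 0% = GSTO1-1 with DMSO and 100% = wells lacking GSTO1-1 enzyme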
# PME-1 primary – PME-1 (human) inhibition. hit rate 0.53% among 320,000. inhibition, % at 5.9 µM. recombinant PME-1, FP-Rh probe fluorescence polarization. AID 2130;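 active = inhibition above the campaign mean of all compounds plus 3 SD, cut at about 26% in these data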;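 also: competitive labeling of PME-1 active site by serine hydrolase directed probe; 0% = PME-1 with DMSO and 100% = wells lacking PME-1 enzyme; inhibitors block probe labeling so polarization falls and inhibition rises; many of its hits are not listed in these tables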
# Target sequence (Q9Y570 whole entry, looked up): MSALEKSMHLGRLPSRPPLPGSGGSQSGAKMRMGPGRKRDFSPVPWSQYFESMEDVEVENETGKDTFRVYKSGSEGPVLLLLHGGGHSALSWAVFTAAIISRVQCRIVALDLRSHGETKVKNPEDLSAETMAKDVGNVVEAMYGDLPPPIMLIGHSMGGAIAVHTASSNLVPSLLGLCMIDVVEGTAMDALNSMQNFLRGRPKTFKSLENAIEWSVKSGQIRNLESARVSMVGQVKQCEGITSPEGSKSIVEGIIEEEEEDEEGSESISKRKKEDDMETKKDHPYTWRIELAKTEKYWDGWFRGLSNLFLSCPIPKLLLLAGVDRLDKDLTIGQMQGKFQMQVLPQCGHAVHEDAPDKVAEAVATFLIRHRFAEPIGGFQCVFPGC
# PAFAH1B2 inh – PAFAH1B2 (human) inhibition; P68402; inhibition, % at 3.39 µM; hit rate 1.2% among 340,000; recombinant PAFAH1B2, FP-rhodamine activity probe, fluorescence polarization;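 active = inhibition above the mean of all tested compounds plus 3 SD, cut at about 24% in these data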;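 also: 0% = enzyme with DMSO and 100% = wells lacking PAFAH1B2; many of its hits are not listed in these tables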
# Target sequence (P68402 whole entry, looked up): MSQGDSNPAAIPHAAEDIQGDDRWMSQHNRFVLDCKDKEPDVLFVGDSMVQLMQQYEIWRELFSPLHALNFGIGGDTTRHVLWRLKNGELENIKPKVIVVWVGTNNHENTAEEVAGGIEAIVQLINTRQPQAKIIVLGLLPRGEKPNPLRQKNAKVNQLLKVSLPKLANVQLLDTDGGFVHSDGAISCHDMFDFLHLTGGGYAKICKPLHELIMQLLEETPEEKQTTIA
# An asterisk follows results filed as active; nt = not tested or not shown; & = joins results of further samples. Some of the compounds tested; count on the stated rates, not on these rows.
No.	molecule	PREPL inh	LYPLA1 counter	LYPLA2 inh	PAFAH1B2 inh	PAFAH1B3 FP inh	GSTO1 counter	PAD4 FP inh	pPAFAH FP inh	PME-1 primary
1	COc1ccc(-c2noc(-c3ccccc3-c3ccccc3)n2)cc1	-2	0	-3	8	5	0	1	1	-3
2	COC(=O)c1cc(C(=O)OCC(=O)Nc2ccc(N3CCOCC3)cc2)cc([N+](=O)[O-])c1	5	nt	nt	4	4	nt	5	2	nt
3	C/C(O)=C(/C#N)c1nc2ccccc2[nH]1	-6	0	-1	1	1	6	2	2	5
4	COc1ccc(S(=O)(=O)N2CCN(C(=O)CC3CC4CCC3C4)CC2)cc1 (configuration not stated)	18	-1	-2	10	-1	nt	4	5	3
5	Cc1sc(NC(=O)/C=C/c2ccco2)c(C(=O)O)c1C	8	1	1	5	0	-13	-1	1	4
6	CCOC(=O)c1ccc(N2CSC3=C(C#N)C(c4cccs4)CC(=O)N3C2)cc1 (configuration not stated)	-2	-2	-3	10	2	5	-12	8	-4
7	O=C(NCCN1CCOCC1)c1cc2cc(Br)ccc2oc1=O	0	-2	4	-4	1	-3	-4	3	-4
8	Cc1ccc2ncccc2c1NC(=S)NC(=O)c1ccccc1	10	5	-2	4	8	7	-3	1	2
9	COC(=O)c1nn(-c2ccccc2)c(-c2ccccc2)c1C(=O)c1ccccc1	1	1	1	6	13	-8	-1	4	-5
10	COc1ccc(-n2c(SCC(=O)Nc3cc(C)on3)nc3c([nH]c4ccccc43)c2=O)cc1OC	-7	4	0	3	0	-1	-8	0	1
11	CC(C)(C)c1cc(NC(=O)Nc2ccc(Br)cc2Cl)no1	11	-36	-59	-1	3	-10	0	-6	-37
12	O=C(Nc1cccc(-c2nc3ccccc3[nH]2)c1)c1cccc(NC(=O)c2ccco2)c1	-4	-53	-84	-21	-66	-19	-6	-35	-85
13	CCOC(=O)N1CCC(NC(=O)c2oc3c(c2C)-c2[nH]ncc2CC3)CC1	9	2	6	3	3	7	-8	1	-2
14	O=S(=O)(NCCN1CCCC1)c1cccc2cccnc12	11	-3	4	-1	3	11	2	2	-4
15	C=C(C)C1CC=C(C)/C(=N/NC(=O)COc2ccccc2C)C1 (configuration not stated)	-3	-2	2	0	-2	12	-3	5	0
16	COc1ccc(C2Oc3ccccc3C3=C2C(c2cccs2)n2ncnc2N3)cc1 (configuration not stated)	10	-8	-3	0	1	5	-4	6	-5
17	CC1(C)Cc2c(sc3nc(=S)[nH]c(N)c23)CO1	3	-5	-11	nt	nt	16	9	-7	-3
18	COc1ccccc1-n1cc(-c2ccc(C)cc2)[nH]c1=S	9	2	7	3	4	-2	4	7	0
19	O=C(c1ccc(=O)[nH]c1)N(Cc1ccco1)C1(C(=O)NC2CCCC2)CCCCC1	15	1	-5	4	-2	-13	2	-4	-3
20	CC(=O)c1cc(CN2CCCCC2)cc(OC(C)C)c1	0	4	3	0	9	6	1	1	-2
21	CCOc1ccc(NC(=S)NC(C)CCc2ccccc2)cc1 (configuration not stated)	-5	-1	3	7	-4	2	2	2	4
22	Cc1ccc(S(=O)(=O)Nc2nc3cc(C)c(C)cc3[nH]2)cc1	-6	-1	-4	nt	nt	0	1	2	-9
23	CCN(CC)c1ccc(NC2CC(=O)N(CCc3ccc(OC)cc3)C2=O)cc1 (configuration not stated)	15	5	11	3	9	23	-11	28*	4
24	O=C(O)CCCNC(=O)C(c1ccccc1)c1ccccc1	-7&-7	0&1	-3&3	4&3	5&-1	-2&1	8&-4	0&5	-2&0
25	C(=N\N1CCN(Cc2cccc3ccccc23)CC1)/c1ccco1	15	-2	-5	2	6	1	-1	-5	-3
26	CCN(CC)S(=O)(=O)c1ccc2c(c1)nc(SCc1nc3ccsc3c(=O)[nH]1)n2CC	-9	-2	0	-1	6	8	0	2	12
27	CC1CC(C)CN(S(=O)(=O)c2ccc(F)c(C(=O)Nc3ccc(Cl)cc3F)c2)C1 (configuration not stated)	12	-1	-2	-1	5	6	2	9	-2
28	CCC(=O)n1nc(-c2ccc(OC)cc2)nc1N	-6	-1	-2	2	6	5	-5	-3	-8
29	COCCn1c(C)cc(C(=O)COC(=O)c2ccc(-n3nc(C)cc3C)cc2)c1C	-3	-2	11	2	-2	-33	3	20	2
30	O=C(c1cc([N+](=O)[O-])ccc1N1CCCCC1)N1CCCC1	5	-2	-4	1	4	4	1	4	-3
31	O=C(O)CCCCCN1C(=O)/C(=C/c2ccncc2)SC1=S	1	-2	-5	-2	10	5	1	-10	-7
32	COc1ccccc1CNC(=O)C(=O)NCC1OCCN1C(=O)c1ccc(Cl)cc1 (configuration not stated)	-10	-3	5	4	6	14	-4	4	-12
33	Cc1ccccc1NC(=O)c1ccc(C)c(S(=O)(=O)NCc2cccnc2)c1	10	3	3	0	-1	-3	-1	2	-6
34	O=C(Cc1ccc(Nc2nc3ccc(Br)cc3[nH]2)cc1)NCCc1cccs1	31	-8	1	12	20	-7	8	19	24
35	Cc1cc(=O)oc2cc(OC(=O)c3cncc(Br)c3)ccc12	-2	-2	2	-1	5	12	1	2	-2
36	CCCCNS(=O)(=O)c1ccc(NC(=O)c2c(-c3ccccc3Cl)noc2C)cc1	1	-8	-13	1	10	2	1	11	-11
37	COc1cc(-c2nnc(SC/C=C/c3ccccc3)n2N)cc(OC)c1OC	10	-1	6	3	12	1	-1	-2	1
38	C/C=C/c1ccc(OCCN2CCc3ccccc3C2)c(OC)c1	-1	-1	-1	1	6	4	-5	4	2
39	COc1cc(OC)c(OC)cc1C#N	3	0	6	2	-3	3	4	-1	7
40	COc1ccc(Cl)cc1NC(=O)CCNC(=O)Cn1ccc2ccccc2c1=O	-3	-2	-2	2	-4	-3	-3	2	0

# Given with values under each structure: two of the compounds above.
# Below each SMILES: PREPL inh, LYPLA1 counter, LYPLA2 inh, PAFAH1B2 inh, PAFAH1B3 FP inh, GSTO1 counter, PAD4 FP inh, pPAFAH FP inh, PME-1 primary
33) Cc1ccccc1NC(=O)c1ccc(C)c(S(=O)(=O)NCc2cccnc2)c1
→ 10, 3, 3, 0, -1, -3, -1, 2, -6
34) O=C(Cc1ccc(Nc2nc3ccc(Br)cc3[nH]2)cc1)NCCc1cccs1
→ 31, -8, 1, 12, 20, -7, 8, 19, 24

# The list goes on.
No.	molecule	PREPL inh	LYPLA1 counter	LYPLA2 inh	PAFAH1B2 inh	PAFAH1B3 FP inh	GSTO1 counter	PAD4 FP inh	pPAFAH FP inh	PME-1 primary
41	CN/C(=C\[N+](=O)[O-])NCCSCc1csc(CN(C)C)n1	9	2	3	5	2	-1	-6	4	1
42	COC(=O)c1c(NC(=O)c2cccs2)sc2c1CCC(C)C2 (configuration not stated)	8	-1	-5	-6	5	-8	-6	4	1
43	CN(Cc1ccccc1)C(=O)c1cc(S(=O)(=O)N2CCOCC2)cn1C	-3	-2	-5	5	-7	-1	-1	3	2
44	O=C1C=C(c2cccc(Cl)c2O)C[C@@H](c2ccc(Cl)cc2)C1	-8	-4	-4	18	0	nt	-4	19	8
45	Nc1nc2c(-c3ccc(Br)cc3)nnn2c2ccccc12	-3	-1	-5	-1	-3	-1	-12	-2	-2
46	CC(C)(C)NC(=O)CSc1nc(-c2ccccc2)cc(=O)[nH]1	-7	0	8	-2	9	0	4	2	-4
47	Cc1cc(CNC(=O)CCc2nnc(CCCCc3ccccc3)o2)nn1C	1	-2	3	2	4	3	-1	2	3
48	O=C(CSc1ccccn1)C12CC3CC(CC(C3)C1)C2	2	0	2	26*	1	5	-2	3	-2
49	O=C(NC1CCCCC1)NC1C2CC3CC(C2)CC1C3 (configuration not stated)	4	1	7	8	8	1	3	10	3
50	CSCCC(Nc1ccc(S(=O)(=O)N2CCOCC2)cc1[N+](=O)[O-])C(=O)OCC(=O)N(C(C)C)C(C)C (configuration not stated)	5	1	-7	5	0	-2	-4	3	1
51	CCOc1ccc(S(=O)(=O)c2c[nH]c3ccccc3c2=O)cc1	1	-8	-9	5	0	-6	3	3	-5
52	O=C(Nc1ccc(F)cc1F)c1ccc(-n2cccn2)c([N+](=O)[O-])c1	15	-1	0	1	1	3	-5	6	2
53	CS(=O)(=O)N(Cc1ccc(Cl)cc1)c1ccc(C(=O)N/N=C/c2cc3ccccc3nc2Cl)cc1	9	-23	-48	-28	-42	-8	-1	0	-40
54	CC1CCN(C(=O)C(Cc2ccccc2)NS(=O)(=O)c2ccc3c(c2)oc(=O)n3C)CC1 (configuration not stated)	10	0	2	0	-5	17	0	-1	2
55	Cc1cccc(NC(=O)COC(=O)c2ccc3c(=O)n4c(nc3c2)CCC4)c1	-5	2	8	3	0	-3	-5	-6	-5
56	Cc1cc(NC2C3CC4CC(C3)CC2C4)n2ncnc2n1 (configuration not stated)	3	1	3	20	7	-3	3	-6	-3
57	COc1cc(/C=C/C(=O)O)ccc1OS(=O)(=O)c1cc(C)ccc1C	17	-1	2	5	1	-19	0	-2	4
58	O=C(CNC(=O)N1CC(=O)Nc2ccccc21)Nc1cccc(F)c1	-6	-5	-4	2	7	4	0	5	-4
59	COc1ccc(NCc2ccc(OC)c(Cn3ccnc3)c2)c(OC)c1	27	1	10	6	5	2	-2	9	-6
60	COCCNC(=O)C1CCN(S(=O)(=O)c2c(C)noc2/C=C/c2cccs2)CC1	14	-3	2	1	-1	17	-3	9	-4
61	CC(=O)Nc1ccccc1OCc1nnc(-c2ccccc2Cl)o1	11	5	5	5	8	2	-10	-5	2
62	Cc1ccc(SCC(=O)OCc2csc(CC(=O)Nc3ccccc3C)n2)cc1C	-12	-3	-8	9	-1	nt	-8	11	-9
63	CC(C)(C)NC(=O)COC(=O)c1ccc(O)cc1	3	0	4	0	1	-1	1	4	4
64	CCOC(=O)C/C(C)=N/NC(=O)Nc1ccccc1	0	-1	7	4	6	11	-10	-1	1
65	NCc1ccccc1COc1ccccc1	-77	2	7	-6	4	-3	3	-6	-6
66	CN(C)CCNc1nc2c(c(=O)[nH]c(=O)n2C)n1CCOc1ccccc1	11	-2	-6	4	0	1	-2	-1	-8
67	Cc1ccc([N+](=O)[O-])cc1S(=O)(=O)NCC1COc2ccccc2O1 (configuration not stated)	-2	2	8	10	2	6	-3	-2	6
68	CCCC1=C(C(=O)OCC)C(c2cc(Cl)cc(OC)c2OCc2ccccc2)NC(=O)N1 (configuration not stated)	10	-4	4	5	-1	9	1	0	6
69	CCN(CC)CCCNC(=S)N(Cc1cccnc1)Cc1cc2cc(C)cc(C)c2[nH]c1=O	1	-1	-10	1	0	3	-6	-7	-2
70	CCOc1nnc(C)c2c(C)n(-c3cccc(Cl)c3)nc12	38	-3	3	2	4	0	1	3	-6
71	CCc1cc(=O)n2[nH]c(C)c(-c3ccc(OC)cc3)c2n1	12	1	-6	5	7	-3	-6	-4	-5
72	CCOC(=O)C1(CCc2ccccc2)CCN(C(=O)CCc2cnn(C)c2)CC1	15	0	-1	6	3	18	-1	-6	-3
73	COc1ccccc1CCNC(=O)c1cc(-c2ccccn2)nc2ccc(Br)cc12	-3	0	-1	nt	nt	9	-2	-3	1
74	CC(C)(C)c1cc(C(=O)O)n(Cc2ccc(Cl)cc2Cl)n1	12	4	7	8	3	7	6	3	3
75	COc1ccc(NC(=O)N(Cc2cc3ccc(OC)cc3[nH]c2=O)CC2CCCO2)cc1 (configuration not stated)	8	2	-3	6	6	-3	-5	0	-4
76	Cc1ccc2c(c1)NC(=O)c1cccnc1N2	11	-4	-2	4	5	3	3	5	-3
77	CCOc1ccc(CCNC(=O)Cn2cccc2C(=O)c2ccccc2C)cc1OCC	6	1	1	5	-6	6	-1	9	0
78	CCN(CC)C(c1ccc(F)cc1)c1nnnn1CC1CCCO1 (configuration not stated)	-5	1	4	3	1	-4	4	1	-3
